High-throughput results as filed in PubChem.
LmPK inhibitor: qHTS Assay for Inhibitors of Leishmania Mexicana Pyruvate Kinase (LmPK) | purified LmPK, Kinase-Glo ATP luminescence, 1 h | AID 1721, 2009 | Potency, µM (highest dose often 57.5 µM), inactives show at the highest dose activity change, negative = inhibition, usual class: inhibitors | 290,000 tested, 0.37% active; note: potency is the fitted concentration of half-maximal effect; % is set by controls: 0 for no effect and ±100 for the full control effect
Target sequence (Q27686 whole entry, looked up): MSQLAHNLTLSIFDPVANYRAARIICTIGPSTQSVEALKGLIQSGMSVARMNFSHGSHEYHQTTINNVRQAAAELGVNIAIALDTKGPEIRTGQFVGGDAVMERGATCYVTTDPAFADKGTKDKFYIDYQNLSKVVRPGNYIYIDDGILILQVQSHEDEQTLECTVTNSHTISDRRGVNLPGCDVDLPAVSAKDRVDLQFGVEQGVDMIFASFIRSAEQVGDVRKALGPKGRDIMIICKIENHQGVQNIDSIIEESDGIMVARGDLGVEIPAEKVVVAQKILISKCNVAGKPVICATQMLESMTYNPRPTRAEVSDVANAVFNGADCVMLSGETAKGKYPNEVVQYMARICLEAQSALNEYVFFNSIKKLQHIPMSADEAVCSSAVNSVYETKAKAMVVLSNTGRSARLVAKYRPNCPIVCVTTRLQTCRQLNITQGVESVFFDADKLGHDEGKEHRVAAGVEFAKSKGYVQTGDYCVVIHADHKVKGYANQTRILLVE
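qHTS format; LmPK 0.1 nM; substrates PEP 0.5 mM and ADP 0.1 mM. One-hour room-temperature incubation, then coupled luciferase luminescence; 0.5 nM enzyme wells mark activation.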
Pf growth 96h: Primary qHTS for delayed death inhibitors of the malarial parasite plastid, 96 hour incubation | P. falciparum luciferase reporter growth, 96 h | Potency, µM (highest dose often 28.7 µM), for the others: at the highest dose activity change, negative = inhibition, actives largely listed as inhibitors | 320,000 tested, 6.9% active | AID 504834, 2011; note: potency is the fitted concentration of half-maximal effect; % is set by controls: 0 for no effect and ±100 for the full control effect
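Cell-based qHTS: luciferase-tagged P. falciparum in erythrocytes (2% hematocrit, 0.05% parasitemia final) incubated with compounds for 96 hours, 37 C, 5% CO2; luciferase detection reagent then added and luminescence measured.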
Pf growth 48h: Primary qHTS for delayed death inhibitors of the malarial parasite plastid, 48 hour incubation. P. falciparum luciferase growth in erythrocytes, 48 h. Potency, µM (series often up to 28.7 µM), for the others: top-dose activity change, negative = inhibition, hits mostly inhibitors. 310,000 tested, 5.9% active. AID 504832, 2011; note: potency is the fitted concentration of half-maximal effect; % is set by controls: 0 for no effect and ±100 for the full control effect
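Cell-based growth assay: transgenic P. falciparum expressing firefly luciferase, cultured in red cells within RPMI 1640 containing 0.5% w/v Albumax, 24 mM bicarbonate and gentamycin. A drop in luciferase activity indicates inhibition.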
Shiga inhibitor: A qHTS for Small Molecule Inhibitors of Shiga Toxin | AID 2315, 2010 | 290,000 tested, 9.2% active | inhibition, % at 38.7 µM | Vero cells, Shiga toxin protein synthesis inhibition reporter; in the data active = inhibition mostly above about 28%, no sharp cut-off; inactive = mostly below about 43%; note: 0% is about no effect
Cycloheximide cs: Cycloheximide Counterscreen for Small Molecule Inhibitors of Shiga Toxin | cell reporter, cycloheximide protein synthesis inhibition counterscreen | max response, % | 300,000 tested, 12% active | AID 2314, 2010; in the data active = max response mostly above about 13%, no sharp cut-off; inactive = mostly below about 14%; note: read at 38.3 µM for the half of the compounds with a filed dose; 0% is about no effect
Tb PYK inh: qHTS of Trypanosoma Brucei Inhibitors; pyruvate kinase (Trypanosoma brucei), Q57TT1; TbPYK enzyme, Kinase-Glo Plus ATP luminescence, 45 min; Potency, µM (doses to about 76.8 µM), for inactives: at the highest dose activity, negative = inhibition, hits mostly inhibitors; 410,000 tested, 0.12% active; note: potency is the fitted concentration of half-maximal effect; % is set by controls: 0 for no effect and ±100 for the full control effect; nearly all actives have a fitted effect of over 50% in size
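T. brucei PYK with substrate was exposed to pin-transferred compounds across a concentration series, then started with 130 uM ADP (final). After 45 min at room temperature, Kinase-Glo Plus luminescence was read, normalized and curve-fitted.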
AmpC no deterg: qHTS Inhibitors of AmpC Beta-Lactamase (assay without detergent). AmpC nitrocefin hydrolysis, absorbance 480 nm, 0.0001% Triton. Potency, µM (highest dose often 57.1 µM), inactives show top-dose activity change, negative = inhibition, usual class: inhibitors. 330,000 tested, 0.52% active;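 note: potency is the fitted concentration of half-maximal effect; plate controls were no compound for no effect and no enzyme for full effect; nearly all actives have a fitted effect of over 20% in size; some results filed as inactive show a strong effect at the top dose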
Target sequence (P00811 whole entry, looked up): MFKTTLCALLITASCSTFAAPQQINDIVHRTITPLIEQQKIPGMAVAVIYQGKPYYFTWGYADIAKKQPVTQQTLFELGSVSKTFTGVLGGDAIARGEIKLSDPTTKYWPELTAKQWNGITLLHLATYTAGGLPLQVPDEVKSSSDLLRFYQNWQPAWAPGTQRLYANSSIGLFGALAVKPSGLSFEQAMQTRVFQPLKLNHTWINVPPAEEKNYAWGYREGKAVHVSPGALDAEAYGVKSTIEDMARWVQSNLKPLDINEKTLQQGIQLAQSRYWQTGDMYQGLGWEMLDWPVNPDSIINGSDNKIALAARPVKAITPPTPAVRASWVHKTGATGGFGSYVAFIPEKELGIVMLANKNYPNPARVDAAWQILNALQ
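AmpC (5.3 nM in the dispensed reagent) in 20 mM phosphate pH 7.0 with 0.01% (detergent screen) or 0.0001% Triton X-100 was preincubated with compounds for 15 min at room temperature. Nitrocefin was then added from an 800 uM solution, and hydrolysis was followed at 480 nm.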
Starred values were filed as active, the others as inactive; u = inconclusive; x = not tested or not shown; & = joins results of further samples; [ ] = dose if it differs, or a comment. Unless noted, calls come from the whole dose curve; as a rule, active = well fitted curve in the direction sought with a large enough effect; inconclusive = small, poorly fitted or top-dose-only effect, or another doubt; inactive = no such curve, though single readings can be large; an effect the other way counts as inactive or inconclusive.

The line under a structure holds: LmPK inhibitor	Pf growth 96h	Pf growth 48h	Shiga inhibitor	Cycloheximide cs	Tb PYK inh	AmpC no deterg
CC(C)C(=O)Nc1cc(C(F)(F)F)ccc1-n1ccnc1
    -2%	49%[activator]	8%	-15	-3	0%	-19%
CCC(=O)c1cc2c(C)cc(=O)oc2c(C)c1OC
    6%	5%	-8%	4	-1	3%	-9%
CN(CC(=O)N1CCOCC1)C(=O)CSc1nc2ccccc2s1
    -5%	u	8%	21	11	-8%	5%
Cc1ccc(CSC2=Nc3ccccc3C3=NC(CC(=O)NCc4ccco4)C(=O)N23)cc1 (centres undefined)
    3%	x	1.3µM*	68*	38*	1%	52%
Cc1ccc(Nc2nc(N)nc(CSCCO)n2)cc1
    -7%	64%[activator]	110%[activator]	60*	31*	1%	-28%
CN1CCN(S(=O)(=O)c2cccc(C(=O)Nc3nc(-c4ccccc4)cs3)c2)CC1
    2%	-71%	x	30*	24*	3%	146%[activator]
COc1ccc(CN2CCN(C(=O)C3CCN(S(=O)(=O)c4cccs4)CC3)CC2)c(OC)c1OC
    13%	-14%	-11%	-4	1	-1%	179%[activator]
CC1Cc2ccccc2N1S(=O)(=O)c1cccc(C(=O)Nc2cccnc2)c1 (centres undefined)
    6%	u	8.3µM*	-5	-2	2%	13%
O=C(NCC(=O)N(CC1CCCO1)C1(C(=O)NC2CCCC2)CCCCC1)c1ccccc1 (centres undefined)
    5%	x	x	30	6	3%	14%
Cc1cccc(-c2noc(CCC(=O)Nc3ccc(C(N)=O)cc3)n2)c1
    2%	33%[activator]	24%	12	6	-3%	-11%
CN1CCN(C(=O)c2cc3nc(-c4ccccc4)cc(-c4ccccc4)n3n2)CC1
    6%	x	u	-6	-1	-4%	219%[activator]
COC(=O)C(O)(NC(=O)NC(C)=O)C(F)(F)F (centres undefined)
    0%	-6%	-28%	20	-2	2%	-13%
COc1ccc(C)cc1NC(=O)c1nnn(Cc2cccc(F)c2)c1N
    3%	-27%	u	-6	-3	-4%	-13%
COc1cc(-c2nc(C)c(C(C)=O)n2O)ccc1OCC(=O)Nc1ccc(F)cc1
    0%	22%	u	-5	-2	-10%	21%
CCC(Oc1ccccc1)C(=O)N1CCC(C(N)=O)CC1 (centres undefined)
    -5%	x	44%[activator]	42*	18*	3%	-9%
CC(C)CCN1C(=O)c2ccc(C(=O)NCC3CCCO3)cc2C1=O (centres undefined)
    3%	4.1µM*	2%	-1	-1	1%	-3%
O=C(O)c1cc(C2CC2)nc2ccccc12
    3%	3%	24%	-6	-2	-1%	-1%
COCCCNC(=O)c1c(N)n(/N=C/c2cccs2)c2nc3ccccc3nc12
    1%	0%	4%	22	-3	-2%	-1%
COc1cc(CCCN2CCNC[C@@H]2Cc2ccccc2)cc(OC)c1OC
    x	45%[activator]	u	x	x	2%	-1%
O=S(=O)(NCc1cc(-c2ccccc2)no1)c1ccccc1
    -5%	12%	u	30	7	3%	-33%
CC(C)NC(=O)C(c1ccc(F)cc1)N(C(=O)CCC(=O)Nc1ccccn1)c1ccccc1F (centres undefined)
    4%	0%	21%	-8	-2	1%	4%
COc1ccc(CNC(=O)CSc2nnc(NC(=O)c3ccccc3F)s2)cc1
    1%	2%	128%[activator]	41	9	1%	-15%
CCCCn1c(N)c(N(CC)C(=O)c2cc(OC)cc(OC)c2)c(=O)[nH]c1=O
    7%	0%	16%	-3	-2	-3%	-11%
COc1ccc(CN(CC(=O)NCc2ccc(F)cc2)C(=O)CCC(=O)Nc2ccccn2)cc1
    -1%	51%[activator]	0%	26	-6	3%	58%
COc1ccc(S(=O)(=O)Nc2cccc(S(=O)(=O)N3CCCC3)c2)cc1OC
    x	-12%	-10%	x	x	-5%	-25%
CCOC(=O)C1CCCN(C(=O)c2cc(CN3C(=O)c4ccccc4C3=O)ccc2OC)C1 (centres undefined)
    x	7%	u	x	x	4%	66%[activator]
Cc1ccc(/C=C/C(=O)O)cc1S(=O)(=O)N1CCc2ccccc21
    -1%	7%	8%	3	-2	-6%	-18%
CCOC(=O)c1c(N)n(CCCOC(=O)c2ccco2)c2nc3ccccc3nc12
    6%	u	-6%	-7	-3	1%	-45%
COc1ccc(N2C(=O)NC(=O)/C(=C/c3ccc(N4CCOCC4)cc3)C2=O)cc1
    -10%	-8%	0%	15	2	x	-9%
CCc1ccccc1N(CC(=O)Nc1cccc(N(C)S(C)(=O)=O)c1)S(C)(=O)=O
    -11%	0%	-11%	5	-3	5%	22%
CCc1nnc(N2CCN(c3ncnc4c3oc3ccccc34)CC2)s1
    2%	x	u	14	5	4%	-7%
CCCCC(=O)Nc1ccc(C(=O)Nc2ccc(S(=O)(=O)Nc3nccc(C)n3)cc2)cc1
    0%	12%	1%	-2	1	-9%	-19%
COc1ccc(N2CC(C(=O)NCCc3c[nH]c4ccccc34)CC2=O)cc1 (centres undefined)
    0%	u	2%	-11	-4	1%	2%
COCC(=O)Nc1cccc(Br)c1
    0%	u	6%	43	1	-3%	-26%
C=C1CCN([C@@H](C)C(=O)OCc2cccc(C)c2)S(=O)(=O)c2ccccc21
    8%	u	-8%	-1	-6	-8%	-28%
CC(NC(=O)/C=C/c1cnc2ccccc2n1)C12CC3CC(CC(C3)C1)C2 (centres undefined)
    -2%	-92%	u	-4	5	-10%	-17%
COc1ccccc1OCC(=O)NCC1CCCN(Cc2cnn(C)c2C)C1 (centres undefined)
    -8%	-21%	6%	-29	2	4%	-17%
CCOC(=O)c1ccc(Nc2cc(C)nc(C)c2C(=O)OCC)cc1
    7%	x	3%	-9	-3	2%	69%[activator]
N#CC1=C2C=Cc3ccccc3N2CCCC1=O
    -27%	4%[5.75 µM]	85%[activator]	45*	33*	-3%	-23%
CC1(C)CC(=O)C2=C(C1)NC(=O)CC2c1ccc(F)cc1 (centres undefined)
    -4%	9%	-27%	4	-5	1%	-12%
CN(C)c1ccc(/C=C/C(O)=C2/C(=O)N(C)C3(C)CC2c2ccccc2O3)cc1 (centres undefined)
    9%	u	u	-4	-2	x	-15%
COc1cccc(OCc2cc(C(=O)NCC3CCCCC3)no2)c1
    4%	12µM*	20%	38*	35*	-1%	-12%
CC(C)NC(=S)N/N=C/c1c[nH]c2ccccc12
    1%	27%	u	29*	18*	-2%	-8%
C=CCn1c(-c2cccc(OCC)c2)n[nH]c1=S
    -26%	2%	4%	-4	-1	u	-19%
COc1ccc(-c2cc(C(F)(F)F)nc(SCCC(=O)NCc3ccccc3)n2)cc1
    7%	x	15µM*	-8	-2	-5%	-7%
COc1cccc(NC(=O)CCC(=O)Nc2ccc3nc(N4CCOCC4)cc(C)c3c2)c1
    1%	16%	97%[activator]	81*	37*	-4%	86%
CSc1ccccc1C(=O)C1CCCN(Cc2ccn[nH]2)C1 (centres undefined)
    0%	0%	-2%	0	-4	0%	-10%
O=C(NC1CCCC1)C1CCC(=O)N1C1CCCCC1 (centres undefined)
    1%	u	11%	51	13	-4%	-12%
CC(C)C(NC(=O)C1CCCCC1)C(=O)NCCc1ccccc1 (centres undefined)
    0%	u	9%	1	-1	11%	-23%
C=CCSCC1Nc2cc(Cl)c(S(N)(=O)=O)cc2S(=O)(=O)N1 (centres undefined)
    x	72%&2%[activator]	-25%&2%	x	x	2%&3%	-6%
O=C(CN1C(=O)C2C3C=CC(C3)C2C1=O)NCc1ccc2c(c1)OCO2 (centres undefined)
    1%	-22%	0%	-8	-3	-6%	-12%
COc1ccc(CCNC(=O)Cn2c(=O)n(-c3ccc(F)cc3F)c(=O)c3sccc32)cc1OC
    -1%	u	-3%	-4	1	1%	-39%
CC(=O)c1ccc(OCCCC(=O)NCc2nnc3ccccn23)cc1
    x	11%	1%	x	x	3%	-4%
O=C(COC(=O)Cc1n[nH]c(=O)c2ccccc12)NNC(=O)c1ccccc1
    x	0%	-15%	x	x	-5%	-17%

11 neighbouring entries out of the list so far, for reference:
The line under a structure holds: LmPK inhibitor	Pf growth 96h	Pf growth 48h	Shiga inhibitor	Cycloheximide cs	Tb PYK inh	AmpC no deterg
CN(C)c1ccc(/C=C/C(O)=C2/C(=O)N(C)C3(C)CC2c2ccccc2O3)cc1 (centres undefined)
    9%	u	u	-4	-2	x	-15%
COc1cccc(OCc2cc(C(=O)NCC3CCCCC3)no2)c1
    4%	12µM*	20%	38*	35*	-1%	-12%
CC(C)NC(=S)N/N=C/c1c[nH]c2ccccc12
    1%	27%	u	29*	18*	-2%	-8%
C=CCn1c(-c2cccc(OCC)c2)n[nH]c1=S
    -26%	2%	4%	-4	-1	u	-19%
COc1ccc(-c2cc(C(F)(F)F)nc(SCCC(=O)NCc3ccccc3)n2)cc1
    7%	x	15µM*	-8	-2	-5%	-7%
COc1cccc(NC(=O)CCC(=O)Nc2ccc3nc(N4CCOCC4)cc(C)c3c2)c1
    1%	16%	97%[activator]	81*	37*	-4%	86%
CSc1ccccc1C(=O)C1CCCN(Cc2ccn[nH]2)C1 (centres undefined)
    0%	0%	-2%	0	-4	0%	-10%
O=C(NC1CCCC1)C1CCC(=O)N1C1CCCCC1 (centres undefined)
    1%	u	11%	51	13	-4%	-12%
CC(C)C(NC(=O)C1CCCCC1)C(=O)NCCc1ccccc1 (centres undefined)
    0%	u	9%	1	-1	11%	-23%
C=CCSCC1Nc2cc(Cl)c(S(N)(=O)=O)cc2S(=O)(=O)N1 (centres undefined)
    x	72%&2%[activator]	-25%&2%	x	x	2%&3%	-6%
O=C(CN1C(=O)C2C3C=CC(C3)C2C1=O)NCc1ccc2c(c1)OCO2 (centres undefined)
    1%	-22%	0%	-8	-3	-6%	-12%
